EPAC1 ag – qHTS for Agonist of cAMP-regulated guanine nucleotide exchange factor 3 (EPAC1): primary screen; Rap guanine nucleotide exchange factor 3 (Homo sapiens), O95398; EPAC1 agonist qHTS, biochemical assay; response scale: 100% = response to 6.5 mM cAMP; Potency, µM (titrated, usually from 154 µM), for the others: at the highest dose activation, usual class: activators; 0.073% of 360,000 active; AID 720707, 2013; note: potency is the fitted concentration of half-maximal effect; nearly all actives have a fitted effect of over 60% in size
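Read-out is the fluorescence drop as BODIPY-GDP leaves Rap1B (480 nm excitation, 540 nm emission), recorded every 5 minutes over 30 minutes. Reactions held 100 nM EPAC1, 250 nM Rap1B–BODIPY-GDP and 50 uM GDP, with 6.5 mM cAMP setting full activation.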
WRN inhibitor – qHTS for Inhibitors of WRN Helicase; Potency, µM (series often up to 114 µM), without a hit: at the highest dose activity change, negative = inhibition, usual class: inhibitors; AID 651768, 2012; 0.46% of 360,000 active; Bifunctional 3'-5' exonuclease/ATP-dependent helicase WRN (Homo sapiens), Q14191; WRN helicase unwinding, fluorescent forked duplex, kinetic; note: potency is the fitted concentration of half-maximal effect; % is set by controls: 0 for no effect and ±100 for the full control effect; nearly all actives have a fitted effect of over 55% in size
Target sequence (Q14191 whole entry, looked up): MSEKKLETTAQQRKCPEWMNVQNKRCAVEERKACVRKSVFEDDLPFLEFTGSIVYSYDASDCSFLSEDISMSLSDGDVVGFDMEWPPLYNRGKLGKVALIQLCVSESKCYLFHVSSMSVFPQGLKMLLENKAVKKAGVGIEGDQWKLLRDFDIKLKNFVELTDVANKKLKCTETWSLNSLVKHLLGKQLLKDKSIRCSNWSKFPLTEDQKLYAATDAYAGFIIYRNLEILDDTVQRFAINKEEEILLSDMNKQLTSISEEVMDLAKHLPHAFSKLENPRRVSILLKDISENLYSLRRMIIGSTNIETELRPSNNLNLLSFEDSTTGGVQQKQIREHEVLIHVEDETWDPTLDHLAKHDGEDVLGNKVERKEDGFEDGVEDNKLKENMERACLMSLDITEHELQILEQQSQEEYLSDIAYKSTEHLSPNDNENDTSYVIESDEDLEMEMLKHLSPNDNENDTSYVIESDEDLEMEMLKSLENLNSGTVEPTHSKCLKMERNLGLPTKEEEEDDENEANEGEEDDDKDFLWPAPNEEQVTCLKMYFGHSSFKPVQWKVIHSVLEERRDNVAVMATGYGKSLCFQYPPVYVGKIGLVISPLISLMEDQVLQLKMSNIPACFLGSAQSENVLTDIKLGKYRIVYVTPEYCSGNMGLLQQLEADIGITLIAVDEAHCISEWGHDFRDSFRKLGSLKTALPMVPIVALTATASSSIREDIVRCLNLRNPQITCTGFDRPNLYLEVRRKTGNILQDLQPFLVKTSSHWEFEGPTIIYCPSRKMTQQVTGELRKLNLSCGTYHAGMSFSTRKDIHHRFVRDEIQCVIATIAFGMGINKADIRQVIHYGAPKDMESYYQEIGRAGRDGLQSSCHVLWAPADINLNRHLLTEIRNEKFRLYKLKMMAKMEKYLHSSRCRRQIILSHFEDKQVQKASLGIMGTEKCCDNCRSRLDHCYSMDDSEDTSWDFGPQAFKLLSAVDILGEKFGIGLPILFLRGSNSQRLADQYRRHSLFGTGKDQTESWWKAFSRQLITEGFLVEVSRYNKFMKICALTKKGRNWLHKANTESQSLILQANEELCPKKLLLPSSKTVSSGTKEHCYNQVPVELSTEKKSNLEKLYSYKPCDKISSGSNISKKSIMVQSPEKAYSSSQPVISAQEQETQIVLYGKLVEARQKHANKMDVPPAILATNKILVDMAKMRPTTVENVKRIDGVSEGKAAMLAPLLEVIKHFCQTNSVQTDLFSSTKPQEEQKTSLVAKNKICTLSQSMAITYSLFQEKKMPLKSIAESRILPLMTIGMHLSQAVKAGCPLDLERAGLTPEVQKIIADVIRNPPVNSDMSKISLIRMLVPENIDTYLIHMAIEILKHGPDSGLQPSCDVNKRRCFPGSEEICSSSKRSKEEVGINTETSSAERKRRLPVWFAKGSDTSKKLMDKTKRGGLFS
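Enzyme (20 nM final) and test compound sit together 15 min at room temperature before substrate addition. Substrate is a single-forked duplex oligonucleotide (100 nM) labelled with fluorophore and quencher, with 2 mM ATP; helicase unwinding raises red fluorescence, read kinetically.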
Abeta rescue – qHTS for compounds that reverse cellular toxicity of Amyloid beta (A-beta) peptide in yeast: Primary Screen; yeast expressing A-beta42, growth rescue, OD600, 48 h; response scale: 0% DMSO, 100% iron-clioquinol control; Potency, µM (series often up to 46.1 µM), without a hit: at the highest dose growth rescue, hits mostly activators; 0.063% of 410,000 active; AID 1347071, 2019; note: potency is the fitted concentration of half-maximal effect; nearly all actives have a fitted effect of over 55% in size
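Yeast growth medium received pinned compounds, then yeast cells expressing toxic A-beta were added; plates incubated at 30 C for 48 hr. Growth read as absorbance at 600 nm, normalized to DMSO and equimolar FeCl3 plus clioquinol controls.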
PI5P4Ka inh – qHTS for Inhibitors of phosphatidylinositol 5-phosphate 4-kinase (PI5P4K); Phosphatidylinositol 5-phosphate 4-kinase type-2 alpha (Homo sapiens), P48426; PI5P4Kalpha enzyme, ADP-Glo luminescence, 60 min; stronger effect = lower value; max response, %; 1.2% of 330,000 active; AID 652105, 2013; active = max response of -50% or lower; inconclusive = between -30% and -50%; inactive = -30% or higher; note: value at the top dose of about 77 µM; % is set by controls: 0 for no effect and ±100 for the full control effect
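Quantitative HTS of the MLSMR library against PI5P4Kalpha with substrate. ATP added last at 5 microM final; room temperature, 60 minutes. Remaining ATP depleted, ADP converted and read as luminescence.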
FUS suppressor – qHTS for Suppressors of FUS Proteinopathy: Primary screen using FUS-linked yeast assay; AID 1347120, 2019; 0.24% of 390,000 active; Potency, µM (series often up to 76.6 µM), inactives show top-dose growth rescue (activation), hits mostly activators; S. cerevisiae FUS-expressing, growth rescue, OD600, 24 h;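 note: potency is the fitted concentration of half-maximal effect; plate controls were DMSO vehicle for no effect and reference control for full effect; nearly all actives have a fitted effect of over 55% in size; some results filed as inactive show a strong effect at the top dose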
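Yeast FUS proteinopathy model; galactose-induced FUS (2%), starting OD 0.005. Cpds in dilution series, 24hr, 30C, 99% humidity. Abs 600 nm growth. Pos ctrl CP55940 (top 92uM final); neg ctrl DMSO.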
IL-2 act – qHTS of IL-2 Activators. 0.065% of 360,000 active. activation, % (series mostly up to about 46 µM). IL-2 activation reporter assay, cell-based qHTS; stimulated with anti-CD3/CD4/CD28 beads; in transgenic mouse T cells. AID 652025, 2013; in the data active = activation above about 50%; inconclusive = mostly about 30% to 49%; note: 0% is about no effect
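Unstimulated transgenic mouse T cells, 750 per well, received compound and, after 60 minutes, anti-CD3/anti-CD4 bead plus anti-CD28 stimulation. EGFP and DsRed were quantified after 18 hours.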
EPAC1 antagonist – qHTS for Antagonist of cAMP-regulated guanine nucleotide exchange factor 3 (EPAC1): primary screen; EPAC1 GEF assay, Rap1b-BODIPY-GDP exchange fluorescence; Rap guanine nucleotide exchange factor 3 (Homo sapiens), O95398; AID 720709, 2013; 0.14% of 360,000 active; Potency, µM (doses to about 115 µM), inactives show at the highest dose activity change, negative = inhibition, most hits filed as inhibitors;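 note: potency is the fitted concentration of half-maximal effect; plate controls were vehicle for no effect and positive control for full effect; nearly all actives have a fitted effect of over 50% in size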
PLK1 PBD block – qHTS for Inhibitors of PLK1-PDB (polo-like kinase 1 - polo-box domain): Primary Screen; Plk1 PBD binding of FITC phosphopeptide, fluorescence polarization; Potency, µM, for inactives: max response, negative = inhibition, actives largely listed as inhibitors; 2.8% of 360,000 active; AID 720504, 2013; note: potency is the fitted concentration of half-maximal effect; series mostly up to about 57 µM; % is set by controls: 0 for no effect and ±100 for the full control effect; nearly all actives have a fitted effect of over 65% in size
* marks the source's active call; other numbers are inactive results; ? = inconclusive; . = not tested or not shown; & = joins results of further samples; ! = repeats disagree; [ ] = dose if it differs, or a comment. Unless noted, calls come from the whole dose curve; as a rule, active = well fitted curve in the direction sought with a large enough effect; inconclusive = small, poorly fitted or top-dose-only effect, or another doubt; inactive = no such curve, though single readings can be large; an effect the other way counts as inactive or inconclusive.

SMILES	EPAC1 ag	WRN inhibitor	Abeta rescue	PI5P4Ka inh	FUS suppressor	IL-2 act	EPAC1 antagonist	PLK1 PBD block
O=C(Nc1cccc(-n2cnnn2)c1)c1ccc(OC(F)(F)F)cc1	-3.2%	-1.3%	11.1%	0.4	?	0.2	-15.9%	-9.6%
COC(=O)[C@@H]1[C@@H](C#N)C2(c3ccccc3-c3ccccc32)N(c2ccc(Cl)cc2)N1C#N	5.9%	-22.2%	-57.9%[inhibitor]	1.8	22.3%	-0.9	-11.3%	?
O=[N+]([O-])c1ccccc1/C=C/C=N/Nc1ccc(S(=O)(=O)Nc2ccc(Cl)cc2)cc1[N+](=O)[O-]	9.2%	-7.4%	-2.4%	1.5	24.7%	0.0	-27.1%	-1.0%
COc1ccc(C)cc1NC(=O)COC(=O)c1ccccc1SCC(=O)N1CCCC1	-10.6%	3.0%	0.0%	2.4	7.6%	-6.3	-1.5%	-9.0%
COc1ccc(C2=CC(c3cc(OC)c(OC)c(OC)c3)NC(=S)N2)cc1 (stereo unspecified)	0.7%	3.6%	6.4%	-6.4	48.5%	-0.5	-12.8%	11.9µM*
CCN1CCC(CNCc2cn(-c3ccc(OC)cc3)nc2-c2ccccc2Cl)C1 (stereo unspecified)	-1.0%	6.0%	0.7%	-1.5	4.4%	-0.7	-13.5%	7.3%
O=C(CSc1nnc(CNC(=O)c2ccco2)o1)Nc1ccc(Cl)cc1	-11.9%	11.1%	-2.1%	-2.9	-5.2%	-1.0	18.1%	-1.3%
COc1ccc(C(=O)N/C(=C/c2ccco2)C(=O)NC2CCS(=O)(=O)C2)cc1 (stereo unspecified)	7.3%	1.6%	-1.4%	-3.9	6.7%	4.2	3.2%	-14.3%
N=C(N)SCc1nc2ccccc2c(=O)n1-c1ccccc1	-5.3%&-7.5%	?	0.0%&8.6%	?	?	0.0&-2.5	-1.8%&-8.0%	8.44µM*!
Cc1ccc(C)c(NC(=O)COC(=O)c2ccc[n+]([O-])c2)c1	9.6%	-0.1%	17.3%	-10.9	17.7%	1.6	-11.5%	-9.9%
CC(C)(C)c1ccc(/C=N/NC(=O)C2CCCC2)cc1	-2.7%	-3.1%	11.2%	14.4	15.9%	-3.2	0.1%	-7.9%
CN(CCn1ccnc1)Cc1cn(-c2ccccc2)nc1-c1ccc2c(c1)OCO2	-5.0%	4.6%	0.6%	1.3	14.0%	0.5	17.8%	2.5%
CC(C)(C(=O)N1CCC1(C)C(=O)NC1Cc2ccccc2C1)c1ccccc1 (stereo unspecified)	-6.0%	-2.9%	-8.2%	-0.8	10.1%	-0.8	-3.9%	1.4%
COc1ccc(S(=O)(=O)Nc2cc(C)ccn2)cc1	8.6%	-10.9%	-1.9%	.	24.0%	-0.8	12.6%	-1.4%
CCO[C@H]1OC(C(=O)N2CCN(C)CC2)=C[C@@H](c2coc3ccccc3c2=O)[C@@H]1CCCO	-2.5%	1.3%	1.3%	-0.6	-9.9%	-0.1	-1.6%	-6.1%
CC1(C)C(=O)C2(C(=O)NCc3ccccc3)CCC1C2 (stereo unspecified)	-12.0%	5.3%	-1.7%	-2.0	8.7%	-1.0	7.0%	-1.4%
COc1cc(OC)cc(C(=O)NCC(=O)N2CCCCCCC2)c1	-5.8%	3.5%	1.5%	3.4	17.2%	0.3	15.4%	-3.0%
CCC(c1ccccc1)c1nc(-c2cccnc2)no1 (stereo unspecified)	6.0%	7.4%	13.1%	2.6	-1.1%	-1.7	3.7%	-2.8%
COc1ccccc1CNC(=O)COC(=O)c1c(C)nn(-c2ccccc2)c1Cl	-0.3%	-12.8%	7.4%	-1.4	22.0%	-0.8	10.0%	-5.1%
Oc1c(Br)cc(Br)cc1CNc1cnc2ccccc2c1	21.5%	-13.6%	-88.6%[inhibitor]	6.5	13.3%	-0.2	-0.7%	-16.9%
NC(=O)CCn1c(C(=O)c2ccc(Cl)cc2)c2ccccc2[n+]1[O-]	2.1%	-4.2%	-2.4%	3.2	-15.7%	-2.2	-6.6%	-5.3%
CCCOC1CCCN(C(=O)CCc2nnc(Cc3cccc(C)c3)o2)C1 (stereo unspecified)	4.7%	0.6%	1.5%	0.9	2.4%	2.0	11.4%	2.0%
COc1ccc(CNC(=O)COc2ccc(C(=O)c3ccc(F)cc3)cc2)cc1	-6.2%	-2.2%	15.8%	-0.9	-5.2%	0.2	-10.8%	-4.4%
COc1ccc(CNC(=O)CN2CCN(c3ccccc3)CC2)cc1	4.1%	-5.6%	-11.5%	-7.4	-24.8%	-0.3	-21.2%	-11.8%
CC(C)N(C)C(=O)CCc1nnc(CCc2c[nH]c3ccccc23)o1	-13.1%	-2.2%	4.3%	1.9	5.1%	0.5	-10.3%	-6.7%
Cc1ccc(S(=O)(=O)n2nnc3ccccc32)c(C)c1C	-2.7%	-2.9%	-18.3%	-0.6	11.0%	-0.6	3.4%	-12.0%
O=C(CN1CCOCC1)Nc1ccc2c(c1)CCC2	2.5%	3.9%	13.9%	-19.9	-12.4%	-2.8	-17.6%	26.7µM*
CCCC(=O)NC(=S)Nc1ccccc1N1CCOCC1	0.4%	4.4%	31.0%	11.0	-12.8%	0.6	4.9%	-4.7%
C=C(C)c1cccc(C(C)(C)NC(=O)N2CCN(c3ccc(OC)cc3)CC2)c1	-9.7%	-1.2%	26.2%	-1.0	-3.0%	5.8	-5.4%	-6.9%
CNC(=O)CCSc1ccc(C)cc1	0.3%	15.3%	8.6%	.	8.6%	-0.1	10.8%	-2.4%
Cc1cc(C)n2nc(C(=O)OCC(=O)N3CCC3)nc2n1	0.4%	0.7%	-18.8%	-2.6	-9.2%	-3.1	-26.1%	-5.3%
Cc1ccc(-c2csc(NC(=O)c3cccc([N+](=O)[O-])c3C(=O)O)n2)cc1	0.0%	-3.6%	0.2%	1.4	23.2%	2.7	-6.2%	-16.8%
C[C@H](CO)N1C[C@H](C)[C@H](CN(C)C(=O)c2ccccn2)Oc2cc(C#Cc3ccc(F)cc3)ccc2S1(=O)=O	-10.0%	-2.3%	11.9%	-0.5	?	-3.7	4.6%	2.7%
CCCCNc1nc(=S)n(-c2ccccc2)c(C)c1C(C)=O	-3.7%	-5.4%	-0.4%	1.5	11.5%	-1.7	8.7%	-7.2%
Cc1ccc2c(c1)C(c1ccc(N3CCOCC3)cc1)=NNC(c1cccs1)=N2	4.1%	8.9%	-2.3%	.	20.2%	2.2	9.6%	0.9%
c1ccc2c(c1)Nc1ccncc1S2	-5.4%	-30.5%	-0.7%	2.4	25.7%	-0.6	-23.6%	-16.4%

Reformatted with each value named: part of the list above.
C=C(C)c1cccc(C(C)(C)NC(=O)N2CCN(c3ccc(OC)cc3)CC2)c1
  EPAC1 ag = -9.7% | WRN inhibitor = -1.2% | Abeta rescue = 26.2% | PI5P4Ka inh = -1.0 | FUS suppressor = -3.0% | IL-2 act = 5.8 | EPAC1 antagonist = -5.4% | PLK1 PBD block = -6.9%
CNC(=O)CCSc1ccc(C)cc1
  EPAC1 ag = 0.3% | WRN inhibitor = 15.3% | Abeta rescue = 8.6% | PI5P4Ka inh = . | FUS suppressor = 8.6% | IL-2 act = -0.1 | EPAC1 antagonist = 10.8% | PLK1 PBD block = -2.4%
Cc1cc(C)n2nc(C(=O)OCC(=O)N3CCC3)nc2n1
  EPAC1 ag = 0.4% | WRN inhibitor = 0.7% | Abeta rescue = -18.8% | PI5P4Ka inh = -2.6 | FUS suppressor = -9.2% | IL-2 act = -3.1 | EPAC1 antagonist = -26.1% | PLK1 PBD block = -5.3%
Cc1ccc(-c2csc(NC(=O)c3cccc([N+](=O)[O-])c3C(=O)O)n2)cc1
  EPAC1 ag = 0.0% | WRN inhibitor = -3.6% | Abeta rescue = 0.2% | PI5P4Ka inh = 1.4 | FUS suppressor = 23.2% | IL-2 act = 2.7 | EPAC1 antagonist = -6.2% | PLK1 PBD block = -16.8%

Other compounds follow.
SMILES	EPAC1 ag	WRN inhibitor	Abeta rescue	PI5P4Ka inh	FUS suppressor	IL-2 act	EPAC1 antagonist	PLK1 PBD block
NC(Cc1ccc(C(F)(F)F)cc1)c1csc(Nc2cc(NCc3ccco3)ncn2)n1 (stereo unspecified)	-12.4%	-7.7%	-20.1%	?	43.5%	-0.3	-12.9%	-2.9%
Fc1ccc(NC(=S)Nc2ccc(Cl)cc2Cl)cc1	-1.0%	-23.5%	-16.6%	-6.4	31.2%	-0.4	-4.1%	-19.1%
Cc1cc(N2CCC(C)CC2)nc2ccc(N3C(=O)CCC3=O)cc12	-6.5%	5.7%[57.1 µM]	-2.3%	-2.9	22.8%	-0.7	-0.2%	-3.4%
COc1cc2c(cc1NC(=O)CSc1ccc(C)cc1)oc1ccccc12	12.1%	-15.3%	-8.4%	.	20.5%	2.3	-5.6%	-4.8%
Cn1cnc2c(ncn2C2OC(CO)C(O)C2O)c1=S (stereo unspecified)	9.6%	-16.5%	2.0%	0.0	-17.6%	0.9	4.2%	-19.1%
COc1ccc(C(C(=O)NC2CCCC2)N(C(=O)c2ccoc2C)c2ccc(C)c(C)c2)cc1 (stereo unspecified)	0.4%	-14.1%	15.8%	3.2	25.2%	-3.4	-6.7%	-16.2%
O=C(C1CCN(S(=O)(=O)N2CCC3(CC2)OCCO3)CC1)N1CCN(Cc2ccccc2)CC1	8.3%	-5.7%[57.1 µM]	9.7%	.	-7.2%	-2.8	-6.6%	1.1%
COc1ccc(C2C(C(=O)Nc3cccc(C)n3)c3ccccc3C(=O)N2C)cc1 (stereo unspecified)	9.8%	-1.7%	-5.6%	0.2	2.8%	-2.8	0.0%	-14.0%
COCCCNC(=O)[C@H]1N2C(=O)c3ccccc3C2SC1(C)C (stereo partly specified)	-3.3%	2.4%	3.2%	1.5	0.8%	-0.3	3.0%	-5.0%
